Casp7 inh – allosteric or competitive inhibitors of human caspase-7 | P55210 | Potency, µM (doses to about 57.5 µM), inactives show top-dose activity change, negative = inhibition, actives largely listed as inhibitors | hit rate 0.02% among 75,000 | recombinant caspase-7, Ac-DEVD-AFC fluorescence rate | AID 889; active = well fitted inhibition curve with a large enough effect in the main read-out, with a control signal flat, not every such curve was filed as active; inconclusive = small, poorly fitted or top-dose-only effect, or a change in a side signal; also: potency is read from the fitted curve at half-maximal effect; % of control where 0% means no effect
4-MU autofl – compound fluoresces in the 4-MU spectral region; compound autofluorescence, 340/450 nm, 4-MU equivalents; stronger effect = higher value; hit rate 11% among 59,000; AID 589; max dye-equivalent concentration, M; in the data active = max dye-equivalent concentration above about 10 nM; inconclusive = mostly about 1.1 nM to 9.6 nM
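Compounds in 100 mM Tris, pH 8.0, incubated 15 min at room temperature, then fluorescence read at 340 nm excitation/450 nm emission. Signal converted to 4-MU dye-equivalent concentration using an on-plate six-point 4-MU standard curve.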
HEK293 cAMP ctrl – parental HEK293 cAMP activation (counter-screen) | parental HEK293 CNG cAMP sensor, membrane potential fluorescence | Potency, µM (highest dose often 57.1 µM), without a hit: at the highest dose activation, hits mostly activators | hit rate 2.5% among 73,000; also: potency is read from the fitted curve at half-maximal effect; % of control where 0% means no effect; nearly all actives have a fitted effect of over 55% in size
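Parental HEK 293 cells stably expressing a modified CNG channel (no TSHR) report cAMP rise as membrane depolarization. Membrane potential dye with 100 uM RO 20-1724 was loaded for 60 min at room temperature, then compound added for 30 min; fluorescence read at 590 nm.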
BRCT inh green – BRCA1 BRCT-phosphoprotein interaction inhibition; P38398; BRCA1 BRCT-phosphopeptide binding, green fluorescence polarization; Potency, µM (series often up to 76.9 µM), for inactives: at the top dose activity change, negative = inhibition, usual class: inhibitors; hit rate 0.05% among 75,000; AID 875;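 also: potency is read from the fitted curve at half-maximal effect; plate controls were peptide without protein for full effect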
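Compounds were incubated for 12 min at room temperature with a complex of 100 nM fluorescein-tagged pBACH1 decapeptide and 250 nM His-tagged BRCT protein. Buffer was phosphate pH 7.3 with EDTA, DTT and Tween 20. Disruption of binding lowers the polarization signal.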
Epigenetic mod – derepresses silenced GFP locus in mouse C127i cells; mouse C127i GFP locus derepression, cytometry, 30 h; hit rate 0.09% among 68,000; AID 597; Potency, µM (series often up to 46.1 µM), inactives show at the top dose GFP derepression (activation); also: % of control where 0% means no effect
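Read-out is the number of GFP-positive cells, scored as fluorescent objects 20 to 120 um wide, reflecting derepression of a silenced CMV-GFP reporter in murine C127i cells after 30 h compound exposure at 37 C.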
BRCT PPI red – BRCT-phosphoprotein interaction inhibition (red fluorophore). P38398. BRCT-phosphopeptide binding, red fluorescence polarization. Potency, µM (doses to about 76.9 µM), without a hit: at the top dose activity change, negative = inhibition, hits mostly inhibitors. hit rate 0.03% among 75,000. AID 892; also: % is scaled to controls: 0 for no effect and ±100 for the full control effect
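Fluorescence polarization: 100 nM His-tagged BRCA1 BRCT with 100 nM TAMRA-labelled phospho-BACH1 decapeptide, phosphate buffer pH 7.3 with 150 mM NaCl, DTT, 0.01% Tween 20; 12 min RT. Binding inhibition seen as FP decrease.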
Ub-GFP proteasome – inhibits proteasome, raising ubiquitin-GFP reporter fluorescence | 67,000 tested, under 10 active | Ubiquitin-GFP reporter cells, proteasome inhibition, GFP fluorescence; response scale: untreated = 0%, 10 µM MG-132 = 100% | AID 526 | Potency, µM (titrated, usually from 45.9 µM), inactives show at the highest dose activation (GFP accumulation), most hits filed as activators; active = well fitted activation curve with a large enough effect, not every such curve was filed as active; inconclusive = small, poorly fitted or top-dose-only effect, or another doubt; inactive = no such curve, though single readings can be large or run the other way; also: potency is read from the fitted curve at half-maximal effect
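Proteasome blockade was scored as a rise in GFP-expressing U2OS cells carrying a ubiquitin(G76V)-GFP construct, imaged after 4 hr compound treatment at 37 °C across a 46 uM–2.9 nM series.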
USP2a inh – blocks human ubiquitin-specific protease USP2a | O75604 | USP2a enzymatic assay, qHTS inhibition | Potency, µM (doses to about 38.3 µM), without a hit: at the highest dose activity change, negative = inhibition, usual class: inhibitors | hit rate 0.1% among 60,000;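 also: potency is read from the fitted curve at half-maximal effect; nearly all actives have a fitted effect of over 60% in size; plate controls were DMSO for no effect and NEM full inhibition control for full effect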
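USP2 core (20 nM final) was preincubated with compound for 30 min at RT in 20 mM Tris-HCl pH 8.0, 2 mM CaCl2, 2 mM beta-mercaptoethanol; Ub-PLA2 (20 nM) plus NBD C6-HPC (20 uM) then added, fluorescence read after 2.5 h.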
A350 autofl – compound fluoresces in the Alexa 350 spectral region; hit rate 11% among 59,000; Compound autofluorescence, 340/450 nm, Alexa 350 dye-equivalents; stronger effect = higher value; AID 590; max dye-equivalent concentration, M; in the data active = max dye-equivalent concentration above about 10 nM; inconclusive = mostly about 1.1 nM to 9.6 nM
Fluorescein fluor – compound fluoresces in the fluorescein spectral region; Compound autofluorescence, 480/540 nm, fluorescein-equivalent; stronger effect = higher value; max fluorescein-equivalent concentration, M; hit rate 0.91% among 59,000; in the data active = max fluorescein-equivalent concentration above about 10 nM; inconclusive = between about 1.1 nM and that limit
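Fluorescein stocks ranging 3 mM down to 300 nM, plus DMSO blanks, were pinned alongside compounds to build a per-plate standard curve. Buffer: 100 mM Tris, pH 8.0. Incubation 15 min, room temperature; filters 480/540 nm.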
Caspase-1 inhib – caspase-1 (human) inhibition, allosteric or competitive. Caspase-1 enzyme, Ac-WEHD-AFC fluorogenic rate. Potency, µM (titrated, usually from 57.5 µM), inactives show top-dose activity change, negative = inhibition, usual class: inhibitors. hit rate 0.03% among 75,000. P29466;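 also: potency is read from the fitted curve at half-maximal effect; plate controls were vehicle for no effect and no substrate for full effect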
Active calls of the source: *; i = inactive; ? = inconclusive; . = no result given; [ ] = another dose, or the depositor's remark. Unless noted, calls follow the shape of the dose curve; as a rule, active = well fitted curve in the direction sought with a large enough effect; inconclusive = small, poorly fitted or top-dose-only effect, or another doubt; inactive = no such curve, though single readings can be large; an effect the other way counts as inactive or inconclusive. This is a subset; count on the stated rates, not on these rows.

SMILES | Casp7 inh | 4-MU autofl | HEK293 cAMP ctrl | BRCT inh green | Epigenetic mod | BRCT PPI red | Ub-GFP proteasome | USP2a inh | A350 autofl | Fluorescein fluor | Caspase-1 inhib
CC(C)c1ccc(NS(=O)(=O)c2ccc3[nH]cc(C(=O)N4CCC(C(N)=O)CC4)c(=O)c3c2)cc1 | 3% | ? | -10% | -0.5% | 6% | -5.2% | 5% | 18% | ? | i | 0%
O=C1c2ccccc2NC(c2ccccc2)N1Cc1ccco1 (stereo not drawn) | -11% | . | 26% | -3.0% | 2% | 0.2% | 8% | 13% | . | . | -15%
COc1ccc(N(CC(=O)N2c3ccccc3CC2C)S(=O)(=O)c2c(C)noc2C)cc1 (stereo not drawn) | -1% | i | ? | -1.1% | -2% | -3.1% | . | 27% | i | ? | -4%
COc1ccc2[nH]cc(C(O)CN3CCN(c4ccccc4)CC3)c2c1 (stereo not drawn) | -3% | i | -15% | 0.0% | 2% | -0.6% | . | 13% | i | i | -2%
CCOC(=O)COc1ccc(Cl)cc1C1NC(=O)NC(C)=C1C(C)=O (stereo not drawn) | 0% | i | -2% | 0.6% | -2% | -0.9% | 11% | -2% | i | ? | 1%
CO[C@H]1COC(=O)C/C=C\[C@H](C)COC(=O)[C@@H](OCc2ccccc2)/C=C\[C@@H]1C | 0%[11.5 µM] | . | ? | -0.1%[15.4 µM] | . | 0.3%[15.4 µM] | . | . | . | . | -1%[11.5 µM]
N[C@H](CCC(=O)NCC(=O)O)C(=O)O | 1% | . | -21% | -0.3% | 3% | -0.1% | 1% | . | . | . | 1%
O=C(NCCN1CCCC1)C1CC(=O)N(C2CCCCC2)C1 (stereo not drawn) | 0% | i | 1% | 0.7% | -2% | 0.2% | 2% | -5% | i | i | 0%
Cc1c(/C=N/n2cnnc2)c2ccccc2n1C | 1% | . | ? | -1.1% | -2% | -0.7% | 16% | 0% | . | . | -3%
COc1ccc2[nH]cc(CCNc3ccnc(-c4cccc(C#N)c4)n3)c2c1 | -7% | i | -31%[inhibitor] | -3.0% | -7%[9.22 µM] | 0.4% | 3% | ? | i | ? | -3%
Cn1c(=O)c2c(nc(CN3CCOCC3)n2CCCc2ccccc2)n(C)c1=O | -4% | i | 8% | -1.2% | 2% | -0.2% | -3% | 6% | i | ? | 0%
COc1ccc(Cl)c(NCCC(=O)O)c1 | -1% | i | 14% | -4.7% | -2% | 2.0% | 3% | -7% | i | i | 0%
O=C(CNS(=O)(=O)c1cccs1)N1CCCC1 | 0% | i | 5% | -2.0% | 1% | 0.1% | 13% | 4% | i | i | 3%
CCCCOc1ccc(C(=O)Oc2ccc(C)nc2)cc1 | -2% | i | 14% | -1.8% | 0% | -3.4% | -15% | 0% | i | ? | 1%
CS(=O)(=O)N(CC(=O)N1CCOCC1)Cc1ccc(Cl)cc1 | -1% | ? | 4% | -0.4% | 0% | 1.0% | -4% | -3% | ? | i | 1%
O=C(CCCn1c(=O)[nH]c2ccsc2c1=O)N1CCN(Cc2ccc3c(c2)OCO3)CC1 | -2% | i | -3% | -2.0% | -1% | 0.8% | 1% | 18% | i | ? | 1%
Cc1cccc(NC(=O)CSCc2c(C)noc2C)c1C | -1% | i | 6% | -1.6% | 1% | -0.4% | 1% | -2% | i | ? | 2%
Cc1cccc(CNc2cc(-c3c(C)noc3C)ncn2)c1 | -6% | i | 23% | -1.8% | -1%[9.22 µM] | 0.1% | 9% | 1% | i | ? | -1%
O=C1NCCCC1C(=O)Nc1cccc(C(F)(F)F)c1 (stereo not drawn) | 5% | i | 12% | -3.3% | -2% | -0.6% | -6% | -2% | ? | ? | -1%
Cc1cccc(OCc2nnc(SCC(=O)c3cccs3)n2C)c1C | -2% | i | 18% | 0.3% | -1% | 0.0% | -1% | 74%[activator] | i | i | -2%
CCOC(=O)c1c2c(n3ccccc13)C(=O)c1ccccc1C2=O | 1%[11.5 µM] | i | -9%[11.4 µM] | 14%[15.4 µM] | 7%[9.22 µM] | -3.6%[15.4 µM] | -9%[9.17 µM] | . | i | ? | 2%[11.5 µM]
COc1ccccc1CC(NC(C)=O)C(=O)NC1CCN(c2nnnn2-c2ccccc2)CC1 (stereo not drawn) | . | i | ? | 2.9% | 4% | -0.9% | -4% | -8% | i | i | 2%
Fc1ccc(Nc2nc(N3CCOCC3)c3ccccc3n2)cc1 | -9% | ? | ? | 0.8% | 0% | 0.5% | 5% | 12% | 1.1e-08M* | i | ?
CCCCCC1NC(=O)NC1CCCCCC(=O)O (stereo not drawn) | -3% | . | -2% | -0.5% | 4% | 0.5% | 4% | 0% | . | . | -1%
O=C(c1cnn2c(C(F)F)cc(C3CC3)nc12)N1CCOCC1 | 0% | ? | 3% | -0.3% | -3% | -0.3% | -1% | -3% | ? | i | 0%
SMILES | Casp7 inh | 4-MU autofl | HEK293 cAMP ctrl | BRCT inh green | Epigenetic mod | BRCT PPI red | Ub-GFP proteasome | USP2a inh | A350 autofl | Fluorescein fluor | Caspase-1 inhib
O=C(COc1ccccc1Cl)Nc1ccc(Cl)cn1 | 1% | . | 15% | -2.7% | 2% | 0.9% | -16% | -14% | . | . | 0%
C/C(NC(=O)c1ccccc1)=C1/C(=O)CC2C1C2(C)C (stereo not drawn) | 0% | . | 4µM* | 1.0% | -2% | 1.7% | 9%[9.17 µM] | 0%[7.66 µM] | . | . | -4%
Cc1cccc(N2CCN(C(c3cccs3)c3nnnn3C(C)(C)C)CC2)c1C (stereo not drawn) | 0% | i | ? | 2.0% | -2% | 0.0% | 0% | 10% | i | ? | 0%
NC(=O)C1CCN(C(=O)c2cnn(-c3ccccc3)c2NC(=O)c2ccco2)CC1 | -2% | . | -1% | 2.0% | 0% | -0.4% | 23% | -5% | . | . | 0%
O=C(CSc1nnc(COc2ccc(Cl)cc2)o1)N1CCN(c2ccccc2)CC1 | -4% | . | ? | -4.5% | 7% | -0.1% | 5% | . | . | . | 0%
O=C(Nc1ncc(Cc2ccccc2)s1)c1cccs1 | -3% | ? | -13% | -0.9% | 0% | -1.1% | -8% | 15% | i | i | -5%
CCCCC(=O)Nc1ccc(NC(=O)CCCC)nc1 | 0% | i | 4% | -2.0% | 2% | 1.8% | 0% | 6% | i | ? | -2%
O=C(NCCSCc1ccccc1)c1cc(S(=O)(=O)N2CCOCC2)ccc1F | 0% | i | 24% | -0.8% | 0% | -0.1% | -1% | 10% | i | i | -1%
CCC(C(=O)NC1CCCC1)N(C(=O)Cn1nnc(-c2ccc(C)o2)n1)c1cnc2ccccc2c1 (stereo not drawn) | -3% | i | -2% | -0.9% | -2% | 0.4% | -2% | . | i | i | -11%
COc1cccc(N2C(=O)Nc3ccccc3C2(O)C(=O)NCc2ccc3c(c2)OCO3)c1 (stereo not drawn) | 2% | i | 12% | -3.0% | -9% | -1.1% | 4% | -2% | i | i | -1%
Cc1nc2ncnn2c(C)c1Cc1ccc(Cl)cc1F | 0% | . | 27% | -1.5% | -3% | -0.4% | -12% | . | . | . | 0%
CC(C)C(=O)Nc1ccc(NC(=O)c2cccs2)cn1 | 0% | i | 29% | -6.2% | 1% | -2.0% | 5% | . | i | ? | -1%
COC(=O)c1ccccc1S(=O)(=O)Nc1ccc(OC)nc1 | 0% | i | -2% | -2.1% | -1% | 0.6% | -5% | -2% | i | ? | 1%
COC(=O)c1ccc(CSc2nnc3n(Cc4ccccc4OC)c(=O)c4ccccc4n23)o1 | -13% | i | 28% | 2.0% | ? | -2.2% | 2% | 36%[activator] | i | ? | -2%
CCOC(=O)CC(=O)CSc1ccc2nnc(-c3cccc(F)c3)n2n1 | -1% | ? | 7% | 0.4% | 0% | -1.1% | 12% | 18% | ? | i | 2%
CC1NC(=O)NC1CCCCCC(=O)NCCc1ccccc1 (stereo not drawn) | -1% | i | 0% | -2.0% | 0% | 1.1% | -4% | 22% | i | i | -1%
O=c1c2ccccc2nc(-c2ccoc2)n1CCc1ccccc1 | -2% | i | 9% | -1.3% | 3% | 0.6% | 3% | 21% | i | i | -2%
CCOCCCNS(=O)(=O)c1ccc(Br)cc1 | -4% | i | 5% | -0.8% | 2% | -2.5% | 3% | 7% | i | i | -1%
Cc1ccc(C)c2[nH]c(=O)c(CCNC(=O)C(C)(C)C)cc12 | -2% | . | 1% | -1.4% | . | -0.3% | -4% | . | . | . | 1%

Among those listed so far, three have a COOH group.
SMILES | Casp7 inh | 4-MU autofl | HEK293 cAMP ctrl | BRCT inh green | Epigenetic mod | BRCT PPI red | Ub-GFP proteasome | USP2a inh | A350 autofl | Fluorescein fluor | Caspase-1 inhib
N[C@H](CCC(=O)NCC(=O)O)C(=O)O | 1% | . | -21% | -0.3% | 3% | -0.1% | 1% | . | . | . | 1%
COc1ccc(Cl)c(NCCC(=O)O)c1 | -1% | i | 14% | -4.7% | -2% | 2.0% | 3% | -7% | i | i | 0%
CCCCCC1NC(=O)NC1CCCCCC(=O)O (stereo not drawn) | -3% | . | -2% | -0.5% | 4% | 0.5% | 4% | 0% | . | . | -1%
